NTR1 ag – agonists of NTR1, primary screen, imaging, U2OS cells, beta-arrestin-GFP, high content (AID 493036) | P30989 | NTR1-U2OS beta-arrestin-GFP spot imaging, agonist mode | activation, % at 20 µM | hit rate 0.17% among 330,000;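 active = activation at or above 40% of the spot to cytoplasm intensity ratio, with at least 20 cells analyzed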;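 note: 0% = DMSO without peptide and 100% = 100 nM NTR1 peptide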
Target sequence (P30989 whole entry, looked up): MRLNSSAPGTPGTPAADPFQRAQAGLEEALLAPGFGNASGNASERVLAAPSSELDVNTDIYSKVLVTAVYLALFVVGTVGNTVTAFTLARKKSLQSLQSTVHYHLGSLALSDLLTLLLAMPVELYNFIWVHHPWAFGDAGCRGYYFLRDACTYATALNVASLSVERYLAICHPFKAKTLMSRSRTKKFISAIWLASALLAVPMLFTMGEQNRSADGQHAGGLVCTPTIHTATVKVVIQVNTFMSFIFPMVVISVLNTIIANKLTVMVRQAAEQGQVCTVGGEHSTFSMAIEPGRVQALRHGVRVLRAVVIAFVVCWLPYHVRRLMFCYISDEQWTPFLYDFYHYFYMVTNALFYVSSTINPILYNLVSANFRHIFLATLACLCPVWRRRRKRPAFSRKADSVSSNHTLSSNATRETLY
GPR55 activation – selective activators of receptor GPR55 – imaging, U2OS cells, beta-arrestin-GFP redistribution, primary screen (AID 1961); hit rate 0.048% among 290,000; activation, % at 10 µM, or EC50 in µM where a hit was titrated; U2OS GPR55 beta-arrestin-GFP redistribution imaging; higher % means a stronger effect;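 active = activation above 40% with more than 50 cells counted in the well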;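 note: U2OS osteosarcoma cells stably expressing GPR55 and beta-arrestin-GFP; plate controls were DMSO negative control for no effect and LPI positive control for full effect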
GPR35 antagonists – GPR35 antagonists blocking zaprinast-driven arrestin recruitment, primary screen, imaging, U2OS, beta-arrestin-GFP, zaprinast agonist (AID 2058). inhibition, % at 10 µM; hits with a dose series show IC50 in µM. U2OS GPR35 beta-arrestin-GFP translocation imaging, zaprinast antagonism; higher % means a stronger effect. hit rate 0.052% among 290,000;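 active = inhibition of at least 50% with at least 30 cells and total cytoplasm GFP at most 10,000,000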
NOD1 NF-kB reporter – inhibition of NOD1-driven NF-kB reporter – cell-based, luminescence, uHTS, primary screen (AID 1578). NOD1-driven NF-kB luciferase reporter cells, luminescence; higher % means a stronger effect. one-dose inhibition, % at 4 µM; EC50 in µM for titrated hits. hit rate 1% among 290,000; in the data active = inhibition mostly above about 36%, no sharp cut-off; inactive = mostly below about 34%;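 note: HEK-293T reporter cells stimulated with the NOD1 agonist gamma-tri-DAP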
Rac1 GTP hydrolysis – MgcRacGAP GTPase-activating activity inhibitors, confirmation, biochemical, ADP Hunter fluorescence. inhibition, % at 30 µM, or IC50 in µM where a hit was titrated. MgcRacGAP-stimulated Rac1 GTP hydrolysis, ADP Hunter fluorescence; higher % means a stronger effect; GST-tagged Rac1 F28L mutant substrate. AID 624330. hit rate 0.6% among 340,000;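 active = first-screen hits whose inhibition reached a set limit at any dose in the follow-up dose series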;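 note: fluorescence reports GDP produced by GAP-driven GTP hydrolysis; strong numbers were not always called active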
GPR55 LPI antagonism – inhibition of LPI-stimulated GPR55 beta-arrestin translocation – imaging, U2OS, beta-arrestin-GFP, LPI agonist, primary screen (AID 2013). U2OS GPR55 beta-arrestin-GFP translocation imaging, LPI antagonism; higher % means a stronger effect. hit rate 0.13% among 290,000. one-dose inhibition, % at 10 µM; IC50 in µM for titrated hits;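 active = spots per cell inhibited over 60%, with over 100 cells counted and total cytoplasm intensity under 500,000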;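 note: U2OS cells stably carrying GPR55 and arrestin-GFP stimulated by 5 µM LPI near EC80; imaged beta-arrestin-GFP aggregate spots per cell after agonist stimulation; plate controls were LPI-stimulated DMSO wells for no effect and DMSO wells without LPI for full effect; some results filed as inactive read as strong as hits; confirmed hits need IC50 under 10 µM and bright autofluorescent wells are also inconclusive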
KOR beta-arrestin-1 – KOR antagonists, beta-arrestin recruitment, cell-based, luminescence, uHTS (AID 1778). hit rate 0.091% among 290,000. inhibition, % at 10 µM; hits with a dose series show IC50 in µM. KOR beta-arrestin recruitment, luminescence, antagonist mode; higher % means a stronger effect; in the data active = inhibition above about 50%; note: strong numbers were not always called active
KOR beta-arrestin-2 – KOR agonists, beta-arrestin recruitment, primary screen, cell-based, luminescence, uHTS (AID 1777). KOR beta-arrestin recruitment, luminescence; higher % means a stronger effect. hit rate 0.02% among 280,000. activation, % at 10 µM, or EC50 in µM where a hit was titrated; in the data active = activation above about 50%, passing the limit was not always enough; note: a part of the inactive calls stands beside numbers as strong as those of hits
UTI89 phage lysis – inhibition of K1F phage lysis, E. coli UTI89, bacterial capsule biogenesis inhibitors, alamar blue (AID 488966). E. coli UTI89 K1F phage lysis, alamar blue, 2 h; higher % means a stronger effect. inhibition, % at 100 µM, or IC50 in µM where a hit was titrated. hit rate 0.02% among 340,000;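 active = phage lysis inhibition, versus mean bacterial control, above a set limit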;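 note: capsule biogenesis inhibitors block K1F phage lysis so surviving cells raise fluorescence; higher fluorescence means more inhibition of phage lysis; actives were called in the ten point dose series up to 300 µM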
NTR1 ag cell count 20 µM – also measured in NTR1 ag; calls as there; cell count; measured here: cell count, cytotoxicity flag
* marks the source's active call; other numbers are inactive results; x = not tested or not shown; [ ] = remark or other dose.

SMILES	NTR1 ag	NTR1 ag cell count 20 µM	GPR55 activation	GPR35 antagonists	NOD1 NF-kB reporter	Rac1 GTP hydrolysis	GPR55 LPI antagonism	KOR beta-arrestin-1	KOR beta-arrestin-2	UTI89 phage lysis
O=C(Nc1cccc(F)c1)Nc1cnccn1	0.2	67	-0.1%	7%	-32%	7%	3%	-3%	-1.7%	0.1%
O=[N+]([O-])c1ccccc1-c1ccc(C(=S)N2CCN(c3ccccc3)CC2)o1	5.2	55	0.5%	-7%	-10%	-3%	-19%	5%	2.0%	-0.4%
O=S(=O)(N/N=C/c1c(F)cccc1Cl)c1ccccc1	-0.4	56	0.6%	15%	18%	11%	12%	-11%	8.6%	0.3%
CC(=O)Oc1ccccc1C(=O)N(C1CCCCC1)C1CCCCC1	1.8	55	-0.2%	-11%	23%	9%	10%	-7%[20 µM]	-6.6%	0.2%
CCOC(=O)c1nnn(-c2nonc2-n2cccc2)c1C	-0.1	55	-0.1%	-3%	-23%	3%	-1%	-24%	3.6%	-1.6%[50 µM]
CCc1ccc(N(CC(=O)Nc2nc3ccc(C)cc3s2)S(=O)(=O)c2c(C)noc2C)cc1	16	48	-0.1%	26%	11%	1%	23%	6%	1.8%	-4.0%
O=C(Nc1ccc2c(c1)OCO2)N1CCOCC1	0.5	75	-0.1%	4%	-2%	5%	8%	5%	-5.4%	0.7%
Cc1ccc(CSCC(=O)NCCc2ccccc2)cc1	1.7	51	-0.3%	-2%	-9%	-4%	-3%	-24%	3.9%	-0.1%
O=C(O)CNC(=O)CCN1C(=O)c2ccccc2C1=O	0.4	61	-0.1%	5%	-13%	-5%	14%	16%	1.6%	-0.8%
COc1ccc(CCNC(=O)c2ccc3c(c2)SC2=NS(=O)(=O)CCN23)cc1	-0.3	53	0.0%	-13%	0%	3%	8%	28%	5.9%	-0.7%[50 µM]
O=C(N/N=C/c1ccc(F)cc1)c1c(O)c2ccccc2[nH]c1=O	-0.6	55	-0.2%	-2%	36%	5%	9%	9%	-2.0%	3.7%
Cc1ccc(Cl)cc1N1CCN(C(=O)c2ccc(CN3CCOCC3)cc2)CC1	0.9	51	-0.1%	3%	-9%	6%	-5%	2%	1.1%	0.0%
CCOC(=O)Cc1cc(=O)[nH]c(/N=C(/NC(=O)c2ccccc2)Nc2ccccc2C(F)(F)F)n1	-3.3	93	-0.1%	1%	4%	-1%	6%	10%	-1.0%	4.8%
Cc1cc(C)c2cc(C(=O)N3CCN(c4ncccc4C(F)(F)F)CC3)[nH]c2c1	6.1	42	-0.1%	-10%	-2%	4%	10%	-28%	-0.9%	0.4%
Cc1ccccc1C(=O)N1CCN(c2ccc([N+](=O)[O-])c(N3CCOCC3)c2)CC1	0.7	53	-0.1%	-9%	-2%	13%	6%	20%	-4.3%	2.8%
CC(=O)c1c(C)[nH]c(C(=O)Nc2cccc3ccccc23)c1C	0.9	56	-0.1%	1%	-13%	8%	-5%	-4%	5.9%	-1.0%
O=C(Cc1ccccc1)Nc1ccc(C(=O)Nc2ccccc2C(=O)O)cc1	0.3	72	0.0%	-35%	-19%	7%	-1%	3%	3.9%	-0.1%[50 µM]
COc1ccccc1C(=O)NC(=O)COC(=O)C1CC2CCCC(C1)C2=O (stereo not drawn)	1.9	54	-0.1%	-7%	-20%	3%	5%	-13%	0.2%	-0.2%
CCCCCC1CC(=O)N(Cc2ccc(Cl)cc2)C(=O)N1 (stereo not drawn)	9.3	51	-0.1%	3%	8%	11%	15%	4%	-5.1%	0.3%
S=c1[nH]nc(-c2ccccn2)n1/N=C/c1ccco1	1.3	45	-0.1%	-3%	-3%	x	1%	-1%	0.2%	x
COc1cccc(NC(=O)Nc2ccc3c(c2)N(C)C(=O)CS3)c1	1.3	91	-0.1%	4%	1%	9%	-8%	-11%	3.9%	-0.3%
Cc1ccc(S(=O)(=O)N(C)c2cc(S(=O)(=O)N3CCOCC3)c(C)cc2C)cc1	-0.7	54	0.3%	12%	-26%	3%	1%	-8%	0.5%	0.0%
CC(=O)c1nnn(-c2cccc(C#N)c2)c1C	-0.4	42	0.0%	-3%	-3%	-16%	-14%	-10%	5.0%	-1.5%
CC1CC1C(=O)Nc1ccc(-c2ccccc2)cc1 (stereo not drawn)	2.3	95	0.4%	-3%	35%	6%	-9%	-19%	3.7%	0.2%
CCO[C@@H]1OC(C(=O)Nc2ccccc2)=C[C@H](C2CC2)[C@H]1CCCO	3.0	65	0.1%	-3%	-25%	14%	5%	11%	x	0.5%
CCCCn1c(-c2ccccc2)cnc1SCC(=O)NCCc1ccc(OC)c(OC)c1	2.3	55	-0.3%	3%	-11%	12%	7%	31%	-2.0%	-0.1%
CC(/C=C/c1ccc2c(c1)OCO2)=N\NC(=O)COc1ccccc1C	6.8	79	-0.2%	-1%	-21%	6%	-1%	10%	-1.6%	0.3%
OCCCn1c(-c2ccccc2)csc1=Nc1ccccc1	1.9	38	-0.7%	-2%	32%	-15%	12%	-11%	7.5%	-1.5%
S=C1SCN(Cc2ccccn2)CN1Cc1ccco1	2.4	60	-0.1%	8%	x	17%	18%	-1%	-2.0%	4.8%
CSc1ncccc1C(=O)Nc1ccncc1	0.3	69	0.8%	6%	1%	4%	3%	37%	-7.1%	-0.1%
Cc1oc(-c2cccs2)nc1CN1CCC(c2ccccc2)CC1	2.9	59	-0.3%	-1%	-26%	10%	15%	-8%	-8.4%	0.2%
O=c1c2ccccc2c(C=NCCCN2CCOCC2)c(O)n1Cc1ccccc1	-1.6	59	0.8%	-5%	3%	6%	8%	0%	-2.1%	3.1%
COc1ccc(-c2cc(NC(=O)c3cncn3-c3ccccc3)ccc2OC)cc1	1.8	38	0.2%	-6%	8%	8%	10%	-44%	2.6%	0.2%
Cc1ccc(C(=O)N/N=C\c2ccc(OC(=O)c3cccs3)cc2)cn1	1.7	71	-0.4%	-12%	-6%	9%	20%	8%	-1.9%	0.3%
Cc1cc(C)nc(N2N=C(C(F)(F)F)CC2=O)n1	-0.3	43	-0.1%	-4%	-8%	8%	1%	-8%	1.9%	-0.2%
CCSc1ccccc1C(=O)NCCc1ccccc1	-1.0	48	-0.1%	9%	-5%	4%	4%	10%[20 µM]	-2.3%	-0.1%
Cc1ccc(C(=O)OCC(=O)N2CCC(C)CC2)cc1S(=O)(=O)N1CCCCC1	2.8	53	0.3%	-11%	-17%	5%	6%	21%	2.5%	0.0%
Cc1cc(C)c(NC(=O)Cn2c(=O)n(-c3ccc(CC(=O)NCC4CCCO4)cc3)c(=O)c3ccccc32)c(C)c1 (stereo not drawn)	-1.9	64	-0.5%	3%	-37%	10%	10%	-30%	1.3%	0.1%
COc1cccc(OC)c1-c1nn2c(-c3cc(-c4ccccc4)n[nH]3)nnc2s1	3.1	64	-0.1%	16%	6%	10%	3%	-11%	1.7%	0.2%
CCCN1CCC(=O)N([C@H](CO)c2ccccc2)CC1	5.0	61	-0.2%	34%	13%	6%	0%	-45%[20 µM]	-3.7%	0.5%
Nc1sc(-c2ccccc2)c(Cc2ccccc2)c1C(=O)O	-2.0	71	-0.4%	0%	12%	68µM*	5%	-6%	-1.1%	-0.1%
Cc1ccc(-c2nc(C#N)c(NCc3ccco3)o2)cc1	0.9	59	0.0%	-1%	-35%	0%	2%	23%	-2.4%	-0.1%
CCCn1c(=O)c(C(=O)NCc2ccccc2Cl)c(O)c2ccccc21	1.2	70	0.6%	5%	-22%	11%	-7%	-43%[20 µM]	-0.5%	0.7%
COc1ccccc1NC(=O)C1CCN(C(=O)c2ccc(C(C)(C)C)cc2)CC1	-0.5	46	0.5%	12%	5%	-2%	-7%	-15%	3.1%	-0.4%
C=CCOc1ccnc(-c2ccccc2)n1	x	x	0.2%	14%	-10%	6%	4%	11%	1.2%	-0.3%[50 µM]
CC(C)CN(C(=O)COc1ccc(-c2nnco2)cc1)C1CCS(=O)(=O)C1 (stereo not drawn)	1.4	53	0.3%	-6%	-15%	4%	7%	27%	-5.3%	-0.2%
CC1Cc2ccccc2N1S(=O)(=O)c1cccs1 (stereo not drawn)	0.1	52	-0.1%	8%	-4%	6%	34%	-1%	-3.5%	7.7%
Cc1nccc2oc(=O)c(NC(=O)c3ccc(Cl)cc3)cc12	2.1	43	0.3%	-5%	-22%	2%	2%	-2%	-5.7%	3.2%
Cn1c(NC(=O)c2cc(Cl)ccc2Cl)cc(=O)n(C)c1=O	-2.3	85	-0.1%	14%	3%	-1%	-7%	-26%	-7.7%	1.4%
Cc1cccc(NC(=O)CSc2nnc(-c3ccco3)o2)c1C	0.3	42	0.2%	-14%	-17%	2%	-3%	21%	7.1%	2.0%
Cc1cc(C)cc(NC(=S)NCCSc2ccc(Cl)cc2)c1	4.6	82	0.1%	-9%	22%	7%	10%	-1%	6.1%	-0.2%
CN(C)CCN(C(=O)c1ccco1)c1nc2cc3c(cc2s1)OCCO3	2.1	71	0.6%	4%	-66%	10%	15%	-13%	0.1%	1.4%[50 µM]
COCCCNC(=O)/C(C#N)=C/c1c(N2CCN(C)CC2)nc2ccccn2c1=O	-0.8	54	0.0%	-4%	0%	10%	12%	-15%	-2.8%	0.2%
COC(=O)CNC(=O)c1nn(-c2cccc(OC)c2)c(=O)c2ccccc12	0.3	47	-0.1%	2%	-5%	7%	1%	14%	-3.1%	0.2%
CCCCOC(=O)Nc1nc2ccccc2s1	-0.5	73	-0.1%	4%	-46%	9%	13%	37%	0.1%	-0.1%
CCCN(CCC)CCCNC(=O)c1cn(CC)c2ccc(S(=O)(=O)N3CCc4ccccc4C3)cc2c1=O	10	41	-0.4%	16%	-20%	2%	13%	18%	2.5%	-0.4%
CC(C)(C)SCCNC(=O)/C=C/c1ccc([N+](=O)[O-])cc1	0.3	59	-0.1%	-6%	-13%	8%	-4%	-26%	-2.1%	0.1%
CC(C)N(Cc1cc2ccccc2[nH]c1=O)C(=O)C1CCCCC1	0.6	34	-0.2%	-3%	3%	5%	-4%	34%	1.5%	-0.2%
COc1ccc(Cn2c(C)cc3c(c2=O)C(c2cccs2)C(C#N)=C(N)O3)cc1OC (stereo not drawn)	6.4	67	0.0%	1%	-14%	5%	6%	12%	0.5%	3.6%

Screening results: PubChem BioAssay, several laboratories

This is a subset; count on the stated rates, not on these rows.
